Source: PubChem BioAssay
GASC-1 inh: human JMJD2C demethylase inhibition; GST-JMJD2C(1-420) H3K9me3 demethylation, DELFIA europium; inhibition, % at 2.35 µM; actives 0.069% (n = 330,000); AID 2099; Q9H3R0;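 active = more than half of a compound's replicate wells show inhibition beyond 50%, single wells judged on their own value; inconclusive = some, but no more than half, of replicates pass 50% inhibition; inactive = no replicate passes 50% inhibition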;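 note: signal counts dimethyl H3K9 product captured on neutravidin plate; 0% = median of DMSO wells and 100% = 0.3 times that DMSO median; strong numbers were not always called active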
Target sequence (Q9H3R0 1-420 limits assumed): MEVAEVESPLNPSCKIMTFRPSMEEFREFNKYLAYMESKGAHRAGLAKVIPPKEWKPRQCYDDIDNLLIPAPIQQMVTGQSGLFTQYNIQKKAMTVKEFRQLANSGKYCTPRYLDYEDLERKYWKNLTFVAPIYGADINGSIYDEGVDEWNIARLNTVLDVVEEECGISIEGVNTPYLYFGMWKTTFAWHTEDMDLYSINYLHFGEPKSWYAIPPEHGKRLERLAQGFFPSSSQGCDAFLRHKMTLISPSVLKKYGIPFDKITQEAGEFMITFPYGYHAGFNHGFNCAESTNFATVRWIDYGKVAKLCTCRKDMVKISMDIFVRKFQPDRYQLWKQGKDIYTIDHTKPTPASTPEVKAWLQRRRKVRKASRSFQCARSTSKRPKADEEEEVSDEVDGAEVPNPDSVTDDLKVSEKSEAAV
core dimer inh: HCV core protein dimerization inhibition; actives 0.33% (n = 300,000); inhibition, % at 5 µM; TR-FRET GST/Flag-core106 dimerization, 1536-well; AID 1899;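 active = inhibition above the mean of all tested compounds plus 3 SD, set per screening campaign, cut at about 45% in these data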
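System – GST-tagged and Flag-tagged HCV core protein residues 1-106 · Repeats – one well for each compound · Technique – TR-FRET 671 and 617 nm emission · Doses – one concentration, 5 µM, in 0.5% DMSO · Times – 4 h, 22.5 °C incubation · Also added – Eu donor and XL665 acceptor anti-tag antibodies · Measure – percent inhibition of core106 dimerization signal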
CTSL1 counter: cathepsin L1 inhibition, PFM18AAP counter-screen. recombinant F. hepatica cathepsin L1, Z-Leu-Arg-MCA fluorescence. inhibition, % at 5.96 µM. actives 0.49% (n = 300,000). AID 1906;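 active = inhibition above the mean of all tested compounds plus 3 SD, set per screening campaign, cut at about 17% in these data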;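 note: 0% = plate median of test compound wells and 100% = 1 µM Z-Phe-Ala-diazomethylketone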
TPT1 inh: blocks Candida albicans tRNA 2'-phosphotransferase; recombinant caTPT1, FP RNA substrate dephosphorylation; actives 0.81% (n = 300,000); AID 1962; inhibition, % at 5 µM;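 active = inhibition above the mean of all tested compounds plus 3 SD, set per screening campaign, cut at about 24% in these data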;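 note: plate controls were DMSO alone for no effect and ferristatin control at 100 nM for full effect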
PP5 primary: PP5 (human) phosphatase inhibition | purified PP5c, OMFP substrate fluorescence | inhibition, % at 6.7 µM | actives 0.18% (n = 320,000);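 active = inhibition above the campaign's mean inhibition across all tested compounds plus 3 SD, cut at about 9.5% in these data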;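 note: 0% = DMSO only and 100% = 100 µM cantharidin control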
EBNA-1 inh: blocks EBNA-1 binding to DNA; EBNA-1 DNA binding, fluorescence polarization; actives 0.34% (n = 300,000); AID 1950; inhibition, % at 14.8 µM; in the data active = inhibition above about 28%
PP1 counter: PP1-alpha (human) inhibition in PP5 counter-screen; P62136; purified PP1alpha, OMFP fluorescence; inhibition, % at 6.7 µM; actives 0.9% (n = 320,000); AID 2235;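 active = inhibition above the mean inhibition of all tested compounds plus 3 SD, computed separately for each screening campaign, cut at about 15% in these data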
Target sequence (P62136 whole entry, looked up): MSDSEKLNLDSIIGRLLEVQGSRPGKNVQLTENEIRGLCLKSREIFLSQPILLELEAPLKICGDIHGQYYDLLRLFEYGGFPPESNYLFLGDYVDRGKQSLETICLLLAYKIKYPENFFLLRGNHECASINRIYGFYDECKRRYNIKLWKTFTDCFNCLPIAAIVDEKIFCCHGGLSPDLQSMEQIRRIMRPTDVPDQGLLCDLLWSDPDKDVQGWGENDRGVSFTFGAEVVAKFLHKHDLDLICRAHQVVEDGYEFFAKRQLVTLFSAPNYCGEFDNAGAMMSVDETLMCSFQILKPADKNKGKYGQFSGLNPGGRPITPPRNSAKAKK
CR mimetic SO: caloric restriction mimetics inhibiting age-related superoxide in yeast | actives 0.18% (n = 330,000) | superoxide response (% of plate mean), % at 10 µM | S. cerevisiae aged cells, superoxide DHE fluorescence; active compounds read low | AID 2690;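 active = superoxide response under a set limit, about three screen SD below normal, cut at about 65% in these data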;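 note: yeast aged for seven days with compound at 30 °C before DHE staining; 100% = average MFI of all compound-treated wells on the plate with controls excluded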
ZTA counter: counter-screen for EBNA-1 inhibitors: inhibitors of Epstein-Barr virus ZTA; inhibition, % at 11 µM; actives 0.15% (n = 320,000); ZTA-DNA binding, fluorescence polarization; P03206; in the data active = inhibition above about 33%
Target sequence (P03206 whole entry, looked up): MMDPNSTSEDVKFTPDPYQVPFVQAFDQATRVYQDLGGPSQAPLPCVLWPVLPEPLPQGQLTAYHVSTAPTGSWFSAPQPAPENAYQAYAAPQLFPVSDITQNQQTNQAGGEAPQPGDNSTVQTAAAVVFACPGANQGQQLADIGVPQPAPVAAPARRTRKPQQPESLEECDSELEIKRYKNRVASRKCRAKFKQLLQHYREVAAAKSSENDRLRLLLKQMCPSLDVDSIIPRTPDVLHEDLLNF
Starred values were filed as active, the others as inactive; ? = inconclusive; nt = no result given; & = joins results of further samples.

SMILES	GASC-1 inh	core dimer inh	CTSL1 counter	TPT1 inh	PP5 primary	EBNA-1 inh	PP1 counter	CR mimetic SO	ZTA counter
C/C(=N\N1CCN(C)CC1)c1c(O)n(Cc2ccccc2)c(=O)[nH]c1=O	5	-1	2	-2	-0.6	-1	1	100	23
O=c1[nH]c(=O)n(CCc2ccccc2)c(O)c1C=NCCCn1ccnc1	0	-1	-2	4	-0.2	1	-5	105	11
CCCCC(CC)COC(=O)c1ccccc1C(=O)OCC(CC)CCCC (stereo unspecified)	nt	-4	-3	1	2.5	0	-1	93	-14
CCc1c(C)nc(N)nc1N1N=C1SCCOc1ccccc1	-1	0	0	3	-0.4	0	-2	111	-6
CC(=Nc1ccccc1N)c1c(O)n(C)c(=O)n(C)c1=O	4	-1	0	2	-0.9	1	-2	103	7
Cc1cc(C)n2nc(SC(C)C(=O)N3CCC4(CC3)OCCO4)nc2n1 (stereo unspecified)	1	0	-3	2	1.5	6	2	118	10
CN1CCN(Cc2nnc3n2-c2ccc(Cl)cc2C(c2ccccc2)=NC3)CC1	-12	-3	-2	-1	2.0	-12	2	100	13
COc1ccc(-c2nn(CCC#N)cc2C(=O)Nc2ccccc2Cl)cc1	-8	-2	4	-4	1.9	-5	4	101	-13
CN1CCN(c2ccc(F)cc2N)CC1	-5	-6	4	-3	0.2	-1	-2	86	-8
O=P(c1ccccc1)(c1nc2ccccc2s1)N1CCOCC1 (stereo unspecified)	-5	-2	1	2	1.3	-1	-3	89	0
O=c1[nH]c(=O)n(-c2ccccc2)c(O)c1/C=C1/C(c2ccccc2)=Nc2ccccc21	6	-34	-4	1	3.6	-10	1	96	-1
CC(C)c1ccc(NC(=O)CSc2nnc(OC(=O)N(C)C)n2C2CC2)cc1	1	-5	-5	0	1.9	0	1	107	-8
CCOP(=S)(OCC)c1ccc(N(C)C)cc1	-9	-6	2	-4	5.2	-2	4	81	-24
Cc1c(C(c2ccc(Cl)cc2Cl)c2c(O)c3ccccc3oc2=O)c(=O)n(-c2ccccc2)n1C (stereo unspecified)	9	10	2	0	0.7	-2	3	87	2
CCN1CCN(c2ccc(NC(=O)C(C)C)cc2Cl)CC1	17	0	-4	2	1.4	-7	-4	98	1
CCCCC(=O)N/N=C/c1c(O)n(-c2ccccc2)c(=O)[nH]c1=O	-28	2	-3	-1	0.4	-4	-4	99	-4
CC(=O)O[C@H]1[C@H]2O[C@]23[C@@H]2CC[C@]4(O)C[C@@H](O)CC[C@]4(C)C2CC[C@]3(C)[C@H]1c1ccc(=O)oc1 (stereo partly specified)	-6	nt	nt	nt	-0.6	nt	-5	102	0
Cn1cccc1/C=C1/C(=O)NC(=O)N(C(C)(C)C)C1=O	3	-3	-3	2	2.1	-4	-3	105	-7
C1=C(c2c[nH]c3ccccc23)CCNC1	-6	-12	-3	80*	1.4	-19	3	101	-6
CN(C)c1ccc(/C=C/[N+](=O)[O-])cc1	0	4	1	51*	0.7	4	1	103	-6
COc1ccc(-c2nn(CCC#N)cc2C(=O)Nc2ccccc2)cc1OC	3	8	0	-5	-0.4	3	1	99	6
CCC(C)NC(=O)c1c(N)n(CC2CCCO2)c2nc3ccccc3nc12 (stereo unspecified)	113	-2	1	1	5.0	4	4	106	5
C=CCn1c(O)c(C(C)=NCCN2CCN(C(=S)NC)CC2)c(=O)[nH]c1=O	-7	2	2	1	-3.2	3	-6	86	9
N#CC(C#N)=C(C#N)c1ccc(Nc2ccccc2)cc1	-7	6	1	-3	1.1	-15	-6	83	-4
Cc1ccc(/C=C2\C(=O)NC(=O)N(CC3CCCO3)C2=O)s1 (stereo unspecified)	-6	3	-1	8	-0.9	3	-1	92	-20
CCOC(C(=O)OCC(O)CN(CC)CC)(c1ccccc1)c1ccccc1 (stereo unspecified)	19	-1	-1	3	1.5	-16	1	117	-2
C[C@@H]1CC[C@@]2(NC1)O[C@H]1C[C@H]3[C@@H]4CC=C5C[C@@H](O)CC[C@]5(C)[C@H]4CC[C@]3(C)[C@H]1[C@@H]2C	-32	-16	1	-3	3.5	-13	6	93	-2
Nc1c(C(=O)NCCCc2ccccc2)c2nc3ccccc3nc2n1Cc1cccs1	-5	-9	1	-3	7.8	12	-1	93	-14
O=C1NC(=O)C(=Cc2cn(CCOc3ccc4c(c3)OCO4)c3ccccc23)C(=O)N1	0	26	5	17	1.2	5	1	123	2
CCCC1COC(Cn2cncn2)(c2ccc(Cl)cc2Cl)O1 (stereo unspecified)	0	-1	2	1	0.8	2	5	96	8
Cc1ccc(S(=O)(=O)Cc2ccc(C(=O)N3CCC4(CC3)OCCO4)o2)cc1	2	2	0	1	9.4	-7	-5	104	0
OC12ONC(c3ccccn3)C1N1CCC2CC1 (stereo unspecified)	-28	-8	-5	-1	1.1	-4	-2	123	-8
c1cc(CNCCc2ccc3c(c2)OCO3)ccn1	1	9	6	1	-0.2	0	-1	93	7
COC(=O)C1=C(c2cccc(OC)c2OC)C[C@@H]2CC[C@H]1N2C(=O)NCc1cccc2ccccc12	13	9	-1	-2	-0.6	5	-1	90	11
CN1C2c3ccccc3C3C4c5ccccc5C(C31)C(C2[N+](=O)[O-])N4C (stereo unspecified)	-5	-1	2	-1	0.3	-10	-3	93	6
CCN1C(=O)C(=Cc2ccc(N3CCOCC3)o2)C(=O)N(CC)C1=S	7	5	-5	112*	-1.8	0	-4	103	6
COc1ccc(C(=O)OC2CC[C@@]3(C)C4CCC5[C@]6(O)CC(O)[C@@]7(O)C(CN8CC(C)CCC8[C@@]7(C)O)[C@]6(O)C[C@@]53O[C@]24O)cc1OC (stereo partly specified)	1	-3	2	1	2.0	-5	-1	76	-3
Cc1ccc(-n2cc(CNC(C)Cc3cnccn3)c(-c3cccc(C)c3)n2)cc1 (stereo unspecified)	1	0	3	2	1.5	-14	0	113	-24
O=[N+]([O-])c1ccc(C[n+]2c(-c3ccccc3)cc(-c3ccccc3)cc2-c2ccccc2)cc1	5	-11	0	0	3.1	5	0	103	-4
Cc1ccc(N2C(=O)CC(=O)NC2=O)cc1Cl	-5	-9	-11	19	-1.8	-3	-7	111	4
CCOC(=O)N(CC)c1ccc(C(O)(C(=O)OCC)C(F)(F)F)cc1 (stereo unspecified)	-12	0	-5	0	-1.2	-12	2	107	-6
Cc1nnc2ccc(-c3cccc(C(F)(F)F)c3)nn12	-10	8	0	0	0.7	0	0	101	-1
O=P1(NCCCn2cc[n+](Cc3nc4ccccc4[nH]3)c2)C=C(c2ccccc2)OC(c2ccccc2)=C1	25	0	-2	-5	-0.7	9	-2	123	-11
CCC(NC(=O)OC(C)(C)C)C(=O)Oc1cc(C)cc2oc(=O)c3c(c12)CCC3 (stereo unspecified)	-16	0	0	0	0.8	-10	-1	103	-12
CCOc1ccc(NC(=O)c2c(C)nn(Cc3ccccc3)c2Cl)cc1	-5	2	0	-1	2.2	5	1	107	4
COC(=O)C1=C(c2cccc(OC)c2OC)C[C@@H]2CC[C@H]1N2C(=O)NCCCOC(C)C	-9	-5	1	-1	-1.4	7	3	97	6
CCC1CCCCN1CC(=O)c1ccc(OC(F)F)cc1 (stereo unspecified)	3	-2	1	1	-0.5	3	-2	102	2
O=c1[nH]c(CN2CCNCC2)nc2ccccc12	1	-2	-2	-2	4.8	-11	-1	109	-24
c1cc(C2N3CCCN2CC3)ccn1 (stereo unspecified)	-24	-3	-1	3	-1.2	-11	-1	99	-6
c1ccc(Nc2ccc(Nc3ccccc3)cc2)cc1	5	nt	nt	nt	1.8	nt	0	78	-1

Part of the list above, reformatted:
O=P1(NCCCn2cc[n+](Cc3nc4ccccc4[nH]3)c2)C=C(c2ccccc2)OC(c2ccccc2)=C1
  GASC-1 inh: 25
  core dimer inh: 0
  CTSL1 counter: -2
  TPT1 inh: -5
  PP5 primary: -0.7
  EBNA-1 inh: 9
  PP1 counter: -2
  CR mimetic SO: 123
  ZTA counter: -11
CCC(NC(=O)OC(C)(C)C)C(=O)Oc1cc(C)cc2oc(=O)c3c(c12)CCC3 (stereo unspecified)
  GASC-1 inh: -16
  core dimer inh: 0
  CTSL1 counter: 0
  TPT1 inh: 0
  PP5 primary: 0.8
  EBNA-1 inh: -10
  PP1 counter: -1
  CR mimetic SO: 103
  ZTA counter: -12

Following part:
SMILES	GASC-1 inh	core dimer inh	CTSL1 counter	TPT1 inh	PP5 primary	EBNA-1 inh	PP1 counter	CR mimetic SO	ZTA counter
c1ccc(OCC2CO2)cc1 (stereo unspecified)	12	nt	nt	nt	1.1	nt	-5	103	-3
CCN1CCN(C(=O)COc2ccc3c(c2)C(=O)CC2(CCN(C(C)=O)CC2)O3)CC1	16	-3	0	-9	-1.0	3	-1	92	-2
COc1ccc2c(c1OC)CN1CCc3cc4c(cc3[C@H]1C2)OCO4	-6	nt	nt	nt	-3.0	nt	-4	109	4
CCC(=NCCCN(CC)CC)c1c(O)n(-c2ccccc2)c(=O)[nH]c1=O	-4	-4	-2	-2	1.1	-2	-3	99	6
CCC1CCCCN1P(=O)(c1ccc(C)o1)C(C)(C)C (stereo unspecified)	9	-4	4	0	3.6	-4	-3	96	-5
CCOC(=O)c1c(-n2c(C)cc(C=C3C(=O)NC(=O)NC3=O)c2C)sc2c1CCCC2	18	10	5	7	-0.6	9	8	104	4
CN1CCc2nc3ccc(F)cc3c(C(N)=O)c2C1	-6	-3	-1	-1	-1.6	4	-2	109	9
O=P(NC(c1ccccc1)c1ccccc1)(Oc1ccccc1)Oc1ccccc1	9	10	3	0	1.5	1	0	102	-3
O=C(O)C1(c2ccc(Cl)cc2)CCC1	-6	-2	3	-2	-2.8	8	-4	102	-3
COc1ccc(CC(=O)N2CCN(C)CC2)cc1OC	3	-2	-2	-1	2.5	8	1	92	-1
CCC(COC(=O)c1cc(OC)c(OC)c(OC)c1)(c1ccccc1)N(C)C (stereo unspecified)	?	-8&8&-2	6&5&-2	-2&0&-3	-4.7&-2.6&0.0	-17&10&-3	4&-1&3	82&88&111	-24&7&-18
c1ccc2c(c1)-c1cccc3cccc-2c13	nt	-1	-1	0	5.8	-10	-6	112	-1
COC(=O)C1=C(c2cccc(OC)c2OC)C[C@@H]2CC[C@H]1N2C	9	nt	nt	nt	-0.3	nt	0	82	-7
CC(=O)NC(Cc1ccc(N(CCCl)CCCl)cc1)C(=O)O (stereo unspecified)	5	-3	4	-3	1.2	-1	-1	99	12
Fc1ccccc1N1CCN(Cc2c(F)cccc2F)CC1	1	-5	3	0	1.0	0	2	89	4
O=C1CCN(C(=O)CCCn2c(=O)oc3ccccc32)CC1	-10	-6	-3	0	1.2	5	-2	86	-7
O=c1c2ccccc2nc(N2CCCC2)n1-c1ccc(Cl)cc1	4	-9	13	-7	2.4	9	-2	96	-16
O=C(C1CC(=O)N(c2ccc(F)c(Cl)c2)C1)N1CCC2(CC1)OCCO2 (stereo unspecified)	nt	-1	1	-4	1.1	15	-4	94	-8
O=C(Cc1ccccc1)N1CCN(Cc2ccccn2)CC1	2	-1	-2	-2	0.8	10	-5	87	3
CN(C)CCOC(=O)c1cn(Cc2ccccc2)c2ccccc12	-2	10	1	-2	3.9	6	-2	108	-13
CCC1(C)CN(S(=O)(=O)OCC(Cl)(Cl)Cl)C(=O)N1 (stereo unspecified)	-2	-17	3	-6	-4.5	-13	4	98	-23
COc1cccc(-c2nn(Cc3ccccc3)cc2C(=O)O)c1	-1	-13	2	-1	-2.5	0	-3	106	-13
Cc1cc(NC(=O)COC(=O)c2c(C)nn(Cc3ccccc3Cl)c2Cl)no1	-3	-3	-4	-2	1.2	0	3	120	-12
Cc1cccc(N2C(=O)NC(=O)/C(=C\c3ccc(N4CCOCC4)cc3)C2=O)c1	-37	-1	3	11	1.7	-15	-2	76	-7

Not all compounds are listed; the hit share may differ from the screen's.
